CHX counter: Cycloheximide Counterscreen for Small Molecule Inhibitors of Shiga Toxin; max response, %; 300,000 tested, 12% active; cell reporter, cycloheximide protein synthesis inhibition counterscreen; in the data active = max response mostly above about 13%, no sharp cut-off; inactive = mostly below about 14%; note: read at 38.3 µM for the half of the compounds with a filed dose; 0% is about no effect
LmPK inhibitor: qHTS Assay for Inhibitors of Leishmania Mexicana Pyruvate Kinase (LmPK); Q27686; purified LmPK, Kinase-Glo ATP luminescence, 1 h; Potency, µM (doses to about 57.5 µM), for the others: top-dose activity change, negative = inhibition, actives largely listed as inhibitors; 290,000 tested, 0.37% active; AID 1721, 2009; note: potency is the fitted concentration of half-maximal effect; % is set by controls: 0 for no effect and ±100 for the full control effect
Target sequence (Q27686 whole entry, looked up): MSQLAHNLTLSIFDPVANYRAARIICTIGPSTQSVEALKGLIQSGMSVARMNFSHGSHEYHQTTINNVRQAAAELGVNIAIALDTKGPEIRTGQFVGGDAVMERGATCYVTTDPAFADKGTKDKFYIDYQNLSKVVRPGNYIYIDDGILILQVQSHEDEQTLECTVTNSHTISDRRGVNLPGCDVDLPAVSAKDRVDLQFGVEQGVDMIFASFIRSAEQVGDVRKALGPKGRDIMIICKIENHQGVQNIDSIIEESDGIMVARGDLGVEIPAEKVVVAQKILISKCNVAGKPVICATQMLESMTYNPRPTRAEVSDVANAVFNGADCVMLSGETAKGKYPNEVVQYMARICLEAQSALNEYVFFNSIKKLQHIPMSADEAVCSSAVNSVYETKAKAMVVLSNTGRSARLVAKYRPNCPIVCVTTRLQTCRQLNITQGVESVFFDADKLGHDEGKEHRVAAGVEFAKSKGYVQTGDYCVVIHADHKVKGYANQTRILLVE
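Purified LmPK (0.1 nM) with 0.5 mM PEP and 0.1 mM ADP in imidazole buffer pH 7.2 with MgCl2/KCl, 1 h at room temperature. ATP formed was read by luciferase luminescence and normalized to no-enzyme and uninhibited controls.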
Pf growth 96h: Primary qHTS for delayed death inhibitors of the malarial parasite plastid, 96 hour incubation | P. falciparum luciferase reporter growth, 96 h | Potency, µM (doses to about 28.7 µM), for inactives: at the top dose activity change, negative = inhibition, hits mostly inhibitors | 320,000 tested, 6.9% active | AID 504834, 2011; note: potency is the fitted concentration of half-maximal effect; % is set by controls: 0 for no effect and ±100 for the full control effect
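P. falciparum expressing integrated firefly luciferase, in erythrocytes at 2% hematocrit, 0.05% parasitemia, incubated with compounds 96 h at 37 C, 5% CO2. Growth inhibition read as loss of luminescence; two-generation exposure targets delayed-death apicoplast inhibitors.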
AmpC inh no detg: qHTS Inhibitors of AmpC Beta-Lactamase (assay without detergent) | Potency, µM (doses to about 57.1 µM), for the others: at the highest dose activity change, negative = inhibition, hits mostly inhibitors | 330,000 tested, 0.52% active | AmpC nitrocefin hydrolysis, absorbance 480 nm, 0.0001% Triton;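 note: potency is the fitted concentration of half-maximal effect; plate controls were no compound for no effect and no enzyme for full effect; nearly all actives have a fitted effect of over 20% in size; some results filed as inactive show a strong effect at the top dose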
Target sequence (P00811 whole entry, looked up): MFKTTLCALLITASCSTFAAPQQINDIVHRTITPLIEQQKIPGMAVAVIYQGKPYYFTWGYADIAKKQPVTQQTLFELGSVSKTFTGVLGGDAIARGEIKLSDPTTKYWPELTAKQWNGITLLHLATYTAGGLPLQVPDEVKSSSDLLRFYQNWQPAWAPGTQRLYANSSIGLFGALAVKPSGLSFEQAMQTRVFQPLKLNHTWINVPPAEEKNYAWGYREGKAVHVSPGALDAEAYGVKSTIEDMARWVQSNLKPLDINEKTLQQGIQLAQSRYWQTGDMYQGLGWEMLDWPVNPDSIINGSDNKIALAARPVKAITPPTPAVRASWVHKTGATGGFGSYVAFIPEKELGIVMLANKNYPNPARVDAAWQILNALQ
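20 mM phosphate pH 7.0 + 0.01% (detergent screen) or 0.0001% Triton X-100; 5.3 nM AmpC reagent; cpd preinc 15 min RT; nitrocefin (800 uM stock) to start; A480 q20 s × 4 min; Activity was normalised to no-enzyme and no-compound control wells.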
Pf growth 48h: Primary qHTS for delayed death inhibitors of the malarial parasite plastid, 48 hour incubation; P. falciparum luciferase growth in erythrocytes, 48 h; Potency, µM (doses to about 28.7 µM), for inactives: at the top dose activity change, negative = inhibition, most hits filed as inhibitors; 310,000 tested, 5.9% active; AID 504832, 2011; note: potency is the fitted concentration of half-maximal effect; % is set by controls: 0 for no effect and ±100 for the full control effect
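Firefly luciferase activity from engineered P. falciparum reports growth; inhibitors lower the luminescent signal. Cultures contained 2% hematocrit erythrocytes at 0.1% final parasitemia.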
Shiga inhibitor: A qHTS for Small Molecule Inhibitors of Shiga Toxin | Vero cells, Shiga toxin protein synthesis inhibition reporter | inhibition, % at 38.7 µM | 290,000 tested, 9.2% active; in the data active = inhibition mostly above about 28%, no sharp cut-off; inactive = mostly below about 43%; note: 0% is about no effect
Tb PYK inh: qHTS of Trypanosoma Brucei Inhibitors; pyruvate kinase (Trypanosoma brucei), Q57TT1; TbPYK enzyme, Kinase-Glo Plus ATP luminescence, 45 min; Potency, µM (titrated, usually from 76.8 µM), inactives show at the highest dose activity, negative = inhibition, hits mostly inhibitors; 410,000 tested, 0.12% active; AID 624173, 2012; note: potency is the fitted concentration of half-maximal effect; % is set by controls: 0 for no effect and ±100 for the full control effect; nearly all actives have a fitted effect of over 50% in size
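Glycolytic pyruvate kinase of T. brucei was incubated with substrate, test compound and 130 uM ADP for 45 minutes at room temperature. Luminescent Kinase-Glo Plus signal was measured after 10 minutes.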
Starred values were filed as active, the others as inactive; u = inconclusive; x = not tested or not shown; & = joins results of further samples; [ ] = remark or other dose. Unless noted, calls come from the whole dose curve; as a rule, active = well fitted curve in the direction sought with a large enough effect; inconclusive = small, poorly fitted or top-dose-only effect, or another doubt; inactive = no such curve, though single readings can be large; an effect the other way counts as inactive or inconclusive.

molecule,CHX counter,LmPK inhibitor,Pf growth 96h,AmpC inh no detg,Pf growth 48h,Shiga inhibitor,Tb PYK inh
CCCC12CN3CC(C)(CN(C1)C3c1ccc(OC)cc1)C2=O (centres undefined),-4,-3%,32%[activator],20%,u,-6,-1%
CNc1ccccc1NC(=O)C1CCCN1C(=O)OCc1ccccc1 (centres undefined),5,-9%,u,5%,-4%,8,-4%
COc1cccc(-c2nc3n(n2)C(c2ccc4c(c2)OCO4)C(C(N)=O)=C(C)N3)c1 (centres undefined),3,-2%,74%[activator],18%,u,-12,-2%
CN1CC(=O)N(CC(=O)NCCc2ccc(F)cc2)c2ccccc2C1=O,-3,-4%,13%,-17%,11%,11,0%
CC(C)Oc1ccc(S(=O)(=O)N2CCOCC2)cc1NC(=O)C1CCCC1,x,x,12µM*,40%,-22%,x,-5%
NNC(=O)c1cccnc1Oc1ccccc1,1,10%,0%,77%[activator],u,-4,-5%
COCCOC(=O)c1[nH]c2c(c1C)C(=O)CC(c1ccc(OC)cc1)C2 (centres undefined),7,2%,10%,19%,11%,13,-5%
Cc1c(C(=O)NCc2ccccc2)cnn1-c1ccccc1,23,-1%,u,x,11%,29,2%
Oc1ccc(Br)cc1-c1nc2cnccn2c1NC1CCCCC1,-6,8%,x,-14%,3.3µM*,-6,1%
Cc1ccc(S(=O)(=O)NCCCCCC(=O)Nc2nccs2)cc1,-1,3%,5%,-9%,13µM*,17,-7%
CCc1cc(CNC(=O)c2ccc(OC)c(OC3CCN(C(C)C)CC3)c2)on1,-1,2%,-29%,-10%,-19%,-4,3%
O=C(O)c1ccc(Cn2cc(/C=C\[N+](=O)[O-])c3ccccc32)o1,-6,-4%,87%[activator],-25%,-20%,-3,-7%
O=C(c1ccc(Cl)cc1)C1CCN(C(=O)C2CC2)CC1,9,1%,73%[activator],1%,u,-2,5%
Cc1ccc(/C=N/N2CCN(c3ccc(Cl)cc3)CC2)o1,-3,-2%,78%[activator],-9%,-2%,7,-11%
CCOC(=O)c1sc(NC(=O)CSc2nnc(C(C)C)n2C)nc1C,-3,-8%,-14%,-11%,u,-5,5%
COc1cccc(C(=O)Nc2ccc(S(=O)(=O)Nc3onc(C)c3C)cc2)c1,4,1%,x,-19%,21%,-3,-5%
CC(C)C(OC(=O)CN1C(=O)c2ccccc2C1=O)C(=O)NC1CCCC1 (centres undefined),-7,-1%,-3%,-6%,9%,-4,-6%
COC1=C(Nc2ccccc2OC)C(=O)c2ccccc2C1=O,12,-26%,2.3µM*,-19%,2.3µM*,20,1%
Cc1ccccc1-n1c(SCc2c(C)noc2C)nnc1-c1c[nH]c2ccccc12,-5,3%,15µM*,-9%,u,-4,-6%
Cc1cccc(C)c1N1CCN(C(=O)Nc2ccc3c(c2)OCCO3)CC1,45*,12%,-24%,60%[activator],-15%,56*,-12%
COCc1ccc(C(=O)N2CCc3c([nH]c4ccccc34)C2c2ccccn2)s1 (centres undefined),-4,-5%,16%,130%[activator],-18%,19,3%
COc1cccc(NC(=O)NNC(=O)COc2ccc3ccccc3c2)c1,2,3%,28%,-27%,40%[activator],-11,-2%
COc1ccc(-c2nn(CCC#N)cc2C(=O)Nc2cccc(C(=O)O)c2)cc1OC,-2,-2%,2%,-17%,11%,-4,1%
COc1ccc(-c2cc(C(=O)N3CCOCC3)c3cc(C)ccc3n2)cc1,9,0%,x,88%[activator],23%,44,1%
Cc1cccc2c1ncc1c(=O)n(-c3ccccc3)[nH]c12,30*,4%,u,9%,-11%,90*,-5%
CC(C)(C)NC(=O)CN(C(=O)CNS(=O)(=O)c1ccccc1)c1ccc2c(c1)OCCO2,9,5%,x,-14%,-22%,-10,-7%
CN1/C(=C/C2CC(=O)N(c3cccc4ccccc34)C2=O)C(C)(C)c2ccccc21 (centres undefined),-2,5%,u,-54%,x,-9,1%
COC(=O)c1cc2sc(Cl)cc2n1Cc1nc(-c2ccccc2)oc1C,-1,10%,8.3µM*,-15%,x,-15,2%
Cc1cc[n+](-c2[nH]c(=O)sc2/C=N/NC([S-])=Nc2ccccc2)cc1,-2,1%,9%,-20%,-5%,18,-24%
CN(C)C(=O)CCC(=O)N1CCCC(C(=O)c2ccc(C(F)(F)F)cc2)C1 (centres undefined),-7,-3%,5%,28%,6%,-4,4%
CC1CCN(S(=O)(=O)CCNC(=O)c2ccc(F)cc2)CC1,x,x,22%,-17%,19%,x,-1%
CCOC(=O)C1CCN(c2ncnc3c2c(-c2ccccc2)cn3-c2ccc(C)cc2)CC1,2,-7%,-13%,-23%,u,13,-12%
O=C(Nc1ccccc1N1CCCCC1)c1ncoc1-c1ccc(F)cc1,-1,2%,x,-23%,3.3µM*,2,-6%
O=C1NC(=O)c2cc([N+](=O)[O-])cc3cccc1c23,0,3%,17%,37%,3%,-5,-2%
COc1cccc(CC(=O)Nc2ccc3nc(C)sc3c2)c1,30*,-6%,30%[activator],-28%,13%,11,5%
Cc1cccc(N(CC(=O)NCC2CCCO2)C(=O)CCC(=O)Nc2nccs2)c1 (centres undefined),-5,-2%,-5%,15%,-3%,-4,-2%
Cn1c(SCC(=O)N2CC(=O)Nc3ccccc32)nnc1C(F)(F)F,x,x,8%,-11%,-26%,x,1%
COc1cc(C(=O)Nc2cc(C(F)(F)F)ccc2N2CCOCC2)ccc1OCC(=O)N1CCOCC1,x,x,-24%,221%[activator],u,x,1%
CC(C)c1ccccc1NC(=O)COC(=O)Cc1c[nH]c2ccccc12,-4,0%,23%,-18%,-23%,-11,-10%
COc1ccc(NS(=O)(=O)c2cccc(C(=O)N(C)Cc3ccc(SC)cc3)c2)cc1,x,x,u,-7%,u,x,0%
CN1C(=O)CC(N2CCC(c3nc4ccccc4[nH]3)CC2)C1=O (centres undefined),-3,4%,27%,-16%,x,18,-2%
CNc1cc(CSc2ccc(Cl)cc2)nc(C)n1,47*,-6%,180%[activator],-4%,173%[activator],99*,-2%
Cc1cccc(C)c1NC(=O)c1c(C)nn(-c2ccccc2)c1Cl,-1,2%,u,u,u,-5,-5%
C=CCn1c(COc2cccc(C)c2)nnc1SCC(=O)NC(=O)NCc1ccco1,2,3%,-3%,-28%,-20%,-7,u
CC1CCCCN1c1nnc(N)s1 (centres undefined),35,3%,-27%,-14%,-46%,51,-4%
COc1ccc(CNC(=O)C(=O)N2CCC3(CC2)OCCN3S(=O)(=O)c2ccc(C)cc2)cc1,x,x,4%,13%,5%,x,-3%
O=C(NCc1cccnc1)C1CCN(S(=O)(=O)c2cccs2)CC1,-5&-4,-4%,u,-10%,-1%,-6&-12,-1%
C/C(=N/NC(=O)c1ccco1)c1cccc(NC(=O)c2ccc(C)s2)c1,56*,0%,34%[activator],-29%,66%[activator],68*,-4%

Reprinted at random: 2 entries already listed, in no set order.
molecule,CHX counter,LmPK inhibitor,Pf growth 96h,AmpC inh no detg,Pf growth 48h,Shiga inhibitor,Tb PYK inh
Cc1cccc(C)c1N1CCN(C(=O)Nc2ccc3c(c2)OCCO3)CC1,45*,12%,-24%,60%[activator],-15%,56*,-12%
COc1ccc(CNC(=O)C(=O)N2CCC3(CC2)OCCN3S(=O)(=O)c2ccc(C)cc2)cc1,x,x,4%,13%,5%,x,-3%

Next compounds:
molecule,CHX counter,LmPK inhibitor,Pf growth 96h,AmpC inh no detg,Pf growth 48h,Shiga inhibitor,Tb PYK inh
COc1ccc(CN(C)C(=O)Cc2c[nH]c3ccccc23)c(OC)c1OC,-2,1%,5%,-3%,14%[0.00184 µM],-4,2%
CC1(C)Cc2cccc(OCC(=O)Nc3cccnc3)c2O1,9,3%,33%[activator],-1%,u,-2,0%
CC(=O)N(Cc1cccc(Br)c1)c1ccc(N2CCOCC2)c(Cl)c1,-3,-1%,u,109%[activator],u,x,-4%
Fc1ccc(CSc2nnc(Cc3sc(-c4ccccc4)nc3-c3ccccc3)o2)cc1,2,-4%,12µM*,-9%,x,-16,1%
COc1ccc(/C=C/c2ccncc2)cc1OC,28*,-21%,u,-5%,52%[activator],57*,-4%
CC(=O)Nc1ccc(S(=O)(=O)N2CCC(C(=O)N[C@@H](C)C(=O)NC3CCCC3)CC2)cc1,12,-2%,1%,-3%,33%[activator],-3,-2%
O=C1C(Cl)=C(Nc2ccc3cn[nH]c3c2)C(=O)c2ccccc21,-13,u,8.3µM*,-38%,12µM*,-12,-23%
CC1CCOC2(O1)C(=O)N(CN1CCN(c3ccccc3F)CC1)c1ccccc12 (centres undefined),-2,-1%,x,-18%,9%,-7,-6%
CCOCC(=O)Nc1cc([N+](=O)[O-])ccc1C,1,-8%,u,-22%,19%,-9,9%
O=C(NNc1cc(C(F)(F)F)nc2ccccc12)Nc1cccc(Cl)c1,-2,u,u,u,-4%,-5,2%
CCOC(=O)c1[nH]c(C)c(CN(CCc2ccc(OC)c(OC)c2)C(=O)CCCC(=O)O)c1C,-7,2%,x,7%,u,-2,-17%
O=C(NCCc1ccccc1)C(=O)NCC1OCCN1S(=O)(=O)c1ccc(Br)cc1 (centres undefined),13,7%,u,-1%,-29%,8,6%
O=C(/C=C/c1cccs1)N1CCN(c2ccc(O)cc2)CC1,11,16µM*,u,-27%,-23%,31,-10%
O=C(COc1ccc(Cl)cc1Br)NNC(=O)C(=O)N1CCCCC1,3,0%,42%[activator],-4%,17%,5,-8%
Cc1ccnc(NC(c2ccccc2O)c2oc(CO)cc(=O)c2O)c1 (centres undefined),-3,22%,27%,-14%,111%[activator],16,-6%
O=C(N/N=C/c1c(O)n(Cc2ccc(F)cc2)c(=O)[nH]c1=O)c1ccccc1,29*,6%,u,-36%,25%,89*,4%
Cn1ccc(C(=O)Nc2sc3c(c2C(N)=O)CCCCC3)n1,57*,-20%,226%[activator],62%[activator],207%[activator],99*,u
CCN1CCN(Cc2ccc(NC(=O)c3cc(NC(=O)c4ccno4)cc(OC)c3)cc2C(F)(F)F)CC1,-8,4%,0.83µM*,70%[activator],u,-10,13%&-4%
COc1cc(C(=O)Nc2ccc(C(=O)NCC3CCCO3)cc2)cc(OC)c1OC (centres undefined),-3,-2%,u,-1%,u,-8,4%
Cc1ccc2c(c1)Sc1c(ccc3ccccc13)N2,54*,0%,u,-45%,62%[activator],85*,-11%
CC12CCC(=O)N1C(C(=O)Nc1ccccc1N1CCCCC1)CS2 (centres undefined),x,x,u,11%,10µM*,x,4%
O=C1c2ccccc2C(=O)N1CCOCCN1C(=O)c2ccccc2C1=O,-4,-1%,x,-3%,19%,12,-3%

Source: PubChem (National Center for Advancing Translational Sciences (NCATS))
